# USP1-UAF1 inh = Inhibitors of USP1/UAF1: Primary Screen | Ubiquitin carboxyl-terminal hydrolase 1 (Homo sapiens), O94782 | recombinant USP1/UAF1, Ub-Rhodamine cleavage fluorescence | Potency, µM (doses to about 57.1 µM), without a hit: at the highest dose activity change, negative = inhibition, most hits filed as inhibitors | hit rate 0.23% among 390,000; note: % is set by controls: 0 for no effect and ±100 for the full control effect; nearly all actives have a fitted effect of over 60% in size; inactives centre near -12
# Target sequence (O94782 whole entry, looked up): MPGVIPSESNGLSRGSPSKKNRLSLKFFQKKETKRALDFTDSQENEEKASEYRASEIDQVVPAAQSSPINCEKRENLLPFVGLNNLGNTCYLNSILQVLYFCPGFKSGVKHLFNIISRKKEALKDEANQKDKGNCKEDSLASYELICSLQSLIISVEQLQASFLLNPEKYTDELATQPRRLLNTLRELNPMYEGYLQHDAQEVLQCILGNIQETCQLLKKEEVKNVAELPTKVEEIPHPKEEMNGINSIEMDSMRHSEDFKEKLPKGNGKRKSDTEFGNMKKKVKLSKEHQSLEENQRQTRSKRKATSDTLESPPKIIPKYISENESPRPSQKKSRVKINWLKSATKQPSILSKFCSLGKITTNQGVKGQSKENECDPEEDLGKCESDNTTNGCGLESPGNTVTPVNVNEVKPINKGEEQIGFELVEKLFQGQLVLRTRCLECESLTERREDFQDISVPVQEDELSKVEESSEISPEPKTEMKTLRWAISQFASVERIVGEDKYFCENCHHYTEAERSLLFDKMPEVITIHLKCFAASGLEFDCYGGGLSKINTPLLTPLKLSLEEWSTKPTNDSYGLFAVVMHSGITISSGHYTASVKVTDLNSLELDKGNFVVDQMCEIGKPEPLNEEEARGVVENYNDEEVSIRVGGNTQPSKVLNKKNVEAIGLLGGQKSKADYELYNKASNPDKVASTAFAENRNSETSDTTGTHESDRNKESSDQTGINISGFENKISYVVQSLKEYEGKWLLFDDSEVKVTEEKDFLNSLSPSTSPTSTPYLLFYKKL
#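 USP1/UAF1 complex at 1 nM was preincubated with compound for 15 min at room temperature, then Ub-Rho substrate (150nM final) was added. Fluorescence (480/540 nm) was read kinetically, 6 reads every 60 seconds.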
# TrxR1 substrate = qHTS Assay for Substrates of Mammalian Selenoprotein Thioredoxin Reductase 1 (TrxR1): qHTS; purified TrxR1 substrate turnover, NADPH consumption readout; Potency, µM (highest dose often 114 µM), for the others: at the highest dose activity change, negative = substrate turnover; hit rate 0.01% among 390,000; AID 588456, 2011; note: % is set by controls: 0 for no effect and ±100 for the full control effect; nearly all actives have a fitted effect of over 50% in size
#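 Rat TrxR1, dispensed at 90 nM, was prereduced with 400 uM NADPH (final) for 5 min at ~22 deg C, then incubated with compound 15 min before 400 uM selenite. A first-read NADPH fluorescence drop versus no-compound background flagged substrates.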
# IDH1 R132H inh = qHTS for Inhibitors of mutant isocitrate dehydrogenase 1 (IDH1): qHTS; hit rate 0.093% among 390,000; IDH1-R132H enzyme, NADPH consumption, diaphorase/resazurin fluorescence; Isocitrate dehydrogenase [NADP] cytoplasmic (Homo sapiens), O75874; Potency, µM (series often up to 76.6 µM), inactives show top-dose activity change, negative = inhibition, hits mostly inhibitors; note: % is set by controls: 0 for no effect and ±100 for the full control effect; nearly all actives have a fitted effect of over 65% in size
#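 IDH1-R132H (0.5 ug/mL) preincubated 30 min with compound, then NADPH (0.016 mM) and alpha-KG (2 mM) added; 80 min at RT, pH 7.5. Remaining NADPH coupled via diaphorase/resazurin to fluorescence (540/590 nm); concentration-response curves normalized to no-enzyme control.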
# Vif-A3F inh = qHTS for Inhibitors of Vif-A3F Interactions: qHTS; HeLa A3F-eYFP + Vif (tagged APOBEC3F with the HIV-1 protein that degrades it), YFP fluorescence increase; Potency, µM (highest dose often 46.1 µM), for inactives: top-dose activity, negative = active; hit rate 0.2% among 390,000; note: % of control where 0% means no effect; nearly all actives have a fitted effect of over 65% in size
#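 HeLa cells stably expressing Vif plus C-terminally eYFP-tagged A3F were seeded, incubated overnight at 37 deg C, dosed with compound, incubated overnight again at 37 deg C. Yellow fluorescence (Ex 488/Em 500-530) reported blocked Vif-mediated A3F-eYFP degradation.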
# RGS4 inhibitor = Inhibitors of Regulator of G Protein Signaling (RGS) 4: qHTS; Regulator of G-protein signaling 4 (Homo sapiens), P49798; Transcreener GDP fluorescence polarization, RGS4-accelerated GTP hydrolysis; Potency, µM (series often up to 114 µM), for the others: at the top dose activity change, negative = inhibition, actives largely listed as inhibitors; hit rate 0.039% among 390,000; note: % is set by controls: 0 for no effect and ±100 for the full control effect; nearly all actives have a fitted effect of over 75% in size; some results filed as inactive show a strong effect at the top dose
# Target sequence (P49798 whole entry, looked up): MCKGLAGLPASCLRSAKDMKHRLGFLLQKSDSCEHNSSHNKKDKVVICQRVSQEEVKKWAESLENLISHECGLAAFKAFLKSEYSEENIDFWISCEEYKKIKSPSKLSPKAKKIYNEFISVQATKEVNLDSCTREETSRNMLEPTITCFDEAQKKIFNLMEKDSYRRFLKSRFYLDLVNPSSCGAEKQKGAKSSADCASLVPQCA
#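 MLSMR compounds (23 nl, pin-transferred) preincubated 10 min at room temperature with a 500nM (2x) first reagent, then RGS4 at 900nM (2x) plus Transcreener GDP mix added; fluorescence polarization (620/688 nm) read before and after 90 min at 30 °C.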
# ALOX12 inh = Primary qHTS assay for inhibitors of human arachidonate 12S-lipoxygenase (ALOX12): Round 2. AID 1671190, 2021. Potency, µM (series often up to 108 µM), for inactives: top-dose activity change, negative = inhibition, hits mostly inhibitors. Polyunsaturated fatty acid lipoxygenase ALOX12 (Homo sapiens), P18054. purified 12hLO, xylenol orange hydroperoxide absorbance. hit rate 1.1% among 580,000; note: % is set by controls: 0 for no effect and ±100 for the full control effect
#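 Purified human 12hLO (150 nM final) in 25 mM Hepes, 0.01% Triton X-100, pH 7.0 was preincubated 15 min at room temperature with compound. Then 40 uM arachidonic acid was added, 30 min. Hydroperoxide was read by Fe-XO absorbance ratio 573/405 nm.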
# RXFP1 ag = qHTS Assay for Agonists of the Relaxin Receptor RXFP1 | Relaxin receptor 1 (Homo sapiens), Q9HBX9 | hit rate 0.3% among 370,000 | AID 2676, 2010 | HEK293T-RXFP1 cAMP TR-FRET, 30 min; response scale: percent of porcine relaxin response, buffer zero | Potency, µM (top dose mostly 57.5 µM), without a hit: at the top dose activation, most hits filed as activators; note: % is set by controls: 0 for no effect and ±100 for the full control effect; nearly all actives have a fitted effect of over 60% in size; many of its hits are not listed in these tables
#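 HEK293 cells stably expressing RXFP1, treated 30 min at 37C with compounds plus PDE4 inhibitor Ro 20174; cAMP measured by HTRF TR-FRET. Normalized to buffer and 29 nM porcine relaxin; EC50 by Hill fit.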
# rTrxR1 inhibitor = qHTS Assay for Inhibitors of Mammalian Selenoprotein Thioredoxin Reductase 1 (TrxR1): qHTS; Thioredoxin reductase 1, cytoplasmic (Rattus norvegicus), O89049; recombinant rTrxR1, NADPH fluorescence consumption, selenite substrate; Potency, µM (highest dose often 114 µM), without a hit: at the highest dose activity change, negative = inhibition, hits mostly inhibitors; hit rate 1% among 390,000; AID 588453, 2011; note: % is set by controls: 0 for no effect and ±100 for the full control effect; nearly all actives have a fitted effect of over 65% in size
#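 Rat TrxR1 (90 nM in the dispensed reagent) was pre-reduced with 400 uM NADPH for 5 min at room temperature, then incubated with compound for 15 min. After 400 uM selenite was added, NADPH fluorescence (Ex 340/Em 450 nm) was followed for 8 min.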
# Vif-APOBEC3G blk = qHTS for Inhibitors of Vif-A3G Interactions: qHTS; DNA dC->dU-editing enzyme APOBEC-3G (Homo sapiens), Q9HC16; HeLa A3G-eYFP + Vif (tagged APOBEC3G with the HIV-1 protein that degrades it), YFP fluorescence, overnight; Potency, µM (highest dose often 46.1 µM), for inactives: at the highest dose activity, negative = active, actives largely listed as inhibitors; hit rate 0.076% among 410,000; AID 602310, 2012;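 note: % is set by controls: 0 for no effect and ±100 for the full control effect; nearly all actives have a fitted effect of over 60% in size; hits raise eYFP signal because A3G escapes Vif-driven loss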
#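 Read-out is eYFP fluorescence (Ex 488/Em 500-530) from Vif-expressing HeLa A3G-eYFP cells; more signal means A3G escaped Vif-mediated degradation. Cells plated overnight, compound pinned in, incubated overnight at 37 deg C.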
# An asterisk follows results filed as active; ? = inconclusive; . = not tested or not shown; [ ] = dose if it differs, or a comment. Calls come from the whole dose curve; as a rule, active = well fitted curve in the direction sought with a large enough effect; inconclusive = small, poorly fitted or top-dose-only effect, or another doubt; inactive = no such curve, though single readings can be large; an effect the other way counts as inactive or inconclusive. Potency is the fitted concentration of half-maximal effect. The list is partial, so the mix of outcomes need not match the whole.
# Below each SMILES – USP1-UAF1 inh	TrxR1 substrate	IDH1 R132H inh	Vif-A3F inh	RGS4 inhibitor	ALOX12 inh	RXFP1 ag	rTrxR1 inhibitor	Vif-APOBEC3G blk
> CCCC(c1nnnn1Cc1ccco1)N1CCN(c2cc(Cl)ccc2C)CC1 (stereo not given)
 : -12%	-3%[57.1 µM]	-8%	-3%	-27%	?	1.2%	-11%	4%
> CC(C)N(C)Cc1nnnn1CC(=O)NCc1cc(F)cc(C(F)(F)F)c1
 : -11%	-4%	1%	1%	10%	9%	2.4%	-10%	-3%
> COc1ccccc1-c1cc(-c2ccccc2)nc(=O)[nH]1
 : -17%	37%	10%	-1%	?	-5%	1.8%	30%[57.1 µM]	1%
> CC1CC(C)CN(C(=O)COC(=O)c2ccc(N3CCCC3=O)cc2)C1 (stereo not given)
 : -15%	-5%	3%	-7%	-10%	22%	.	15%	0%
> CCN1CCN(CCc2nc3cc(NC(=O)COc4ccc(Cl)cc4)ccc3n2C)CC1
 : -15%	4%	21%	1%	-5%	9%	1.9%	17%	1%
> CCOC(=O)c1sc2nc(SC)nc(-c3ccccc3)c2c1N
 : 0%	-1%	3%	-10%	1%	27%	9.8%	10%	-2%
> COc1cccc(CN2CCNC(=O)C2CC(=O)N(C)CC2CCOCC2)c1 (stereo not given)
 : -19%	1%	9%	2%	-32%	13%	2.2%	?	4%
> Cc1cc(/C=C(/C#N)c2nc3ccccc3[nH]2)c(C)n1-c1cccc([N+](=O)[O-])c1
 : -8%	3%[57.1 µM]	-4%	-1%	?	-16%	-0.4%	21%[57.1 µM]	2%
> CN(C)CCCn1c2c(c(SCC(=O)Nc3nccs3)nc1=O)CCC2
 : -6%	-6%	-1%	6%	13%	-12%	-0.1%	-11%	2%
> C[C@H](C(=O)O)c1n[nH]c(=O)c2ccccc12
 : -5%	5%[57.1 µM]	-4%	1%	8%	-13%	2.8%	24%[57.1 µM]	2%
> N#Cc1ccccc1S(=O)(=O)N1CCN(CC(=O)NC(=O)NC2CCCCC2)CC1
 : 1%	-2%	6%	?	34%	-22%	-1.2%	13%	-2%
> Cc1ccccc1Nc1nnc(SCC(=O)NC(=O)NCc2ccco2)s1
 : ?	2%	1%	0%	-38%	-7%	0.4%	?	-7%
> C[C@]12C(=O)N(c3ccc(Br)cc3)C(=O)N1[C@@H]1c3ccccc3OC[C@@H]1[C@H]2c1ccccc1
 : 14%	6%[57.1 µM]	-6%	1%	26%	2%	-3.5%	18%[57.1 µM]	0%
> Cc1ccc(N2CC(C(=O)N3CCC(C(=O)Nc4nncs4)CC3)CC2=O)cc1 (stereo not given)
 : -22%	8%	6%	14%	-33%	-2%	0.9%	23%	11%
> O=C(COC(=O)C1CC1)c1c[nH]c2ccccc12
 : -11%	4%	-2%	-1%	-23%	10%	0.3%	13%	-1%
> Cc1ccc(-n2nnnc2SCC(=O)NNC(=O)c2ccco2)cc1C
 : 3%	6%	-3%	-11%	-5%	17%	1.4%	7%	-2%
> CCc1ccc(S(=O)(=O)Nc2ccncc2)cc1
 : -22%	5%	6%	1%	2%	3%	-1.0%	29%	-3%
> CCN1CCCC1CNC(=O)C(=O)NC1CC1 (stereo not given)
 : -16%	1%	6%	1%	-4%	-13%	0.6%	16%[57.1 µM]	-1%
> Cc1cc(C(=O)CSc2ccc(F)cc2)cc(C)c1O
 : -15%	2%[57.1 µM]	5%	1%	-24%	-9%	0.6%	12%[57.1 µM]	-6%
> Cc1csc(NC(=O)Cc2ccccc2[N+](=O)[O-])n1
 : -4%	-6%	4%	-11%	-8%	-30%	0.8%	-3%	-1%
> CCOc1ccc(S(=O)(=O)N2CCCCC2)cc1NC(=O)Cc1ccsc1
 : -16%	-6%	0%	-6%	-13%	59%[activator]	-0.1%	-4%	-4%
> CCOc1ccc(-c2cc(NC(=O)c3ccccc3)c(C(=O)OC)s2)cc1
 : -11%	20%	0%	5%	1%	-4%	-0.9%	28%	0%
> CC(C)CCNC(=O)c1ccc(NC(=O)N2CCCCc3ccccc32)cc1
 : -1%	6%	12%	-2%	-5%	-17%	-0.5%	10%	0%
> CC1(C)Oc2ccccc2OC1(O)c1ccc2ccccc2n1 (stereo not given)
 : -14%	-12%	3%	-19%	3%	16%	-0.2%	-6%	-5%
> COC(=O)c1ccc(OCC(O)CN2C(=O)c3ccccc3C2=O)cc1 (stereo not given)
 : -14%	8%	0%	9%	1%	12%	5.3%	17%	-2%
> CSc1ccccc1C(=O)Nc1c(C)cccc1C
 : -10%	-6%[57.1 µM]	3%	11%	-46%	-72%	3.3%	20%[57.1 µM]	0%
> CCSc1nc2nc(C)cc(C)n2n1
 : -14%	9%	-6%	?	8%	0%	0.4%	9%	-2%
> COc1ccc(C(=O)Nc2cc(C)c(NC(=O)c3ccccn3)cn2)cc1
 : -7%	3%	22%	-7%	-24%	19%	3.9%	16%	-8%
> CC(C)c1ccc(C2NC(=O)CCC2[N+](=O)[O-])cc1 (stereo not given)
 : -22%	4%	4%	1%	-2%	3%	-1.5%	19%	-4%
> O=C(CCSC1=NCCCN1)c1ccc(F)cc1
 : -9%	9%[11.4 µM]	0%	-1%	?	45µM*	.	?	1%

# The list goes on; the last two above are carried over.
# Below each SMILES – USP1-UAF1 inh	TrxR1 substrate	IDH1 R132H inh	Vif-A3F inh	RGS4 inhibitor	ALOX12 inh	RXFP1 ag	rTrxR1 inhibitor	Vif-APOBEC3G blk
> CC(C)c1ccc(C2NC(=O)CCC2[N+](=O)[O-])cc1 (stereo not given)
 : -22%	4%	4%	1%	-2%	3%	-1.5%	19%	-4%
> O=C(CCSC1=NCCCN1)c1ccc(F)cc1
 : -9%	9%[11.4 µM]	0%	-1%	?	45µM*	.	?	1%
> Cn1c(=O)cc(OCCCC(=O)N2CCCCC2)c2ccccc21
 : -14%	10%	7%	-1%	7%	0%	0.4%	14%	0%
> Cn1c(COc2ccccc2O)[n+](C)c2ccccc21
 : -3%	4%[57.1 µM]	-4%	-1%	18%	-13%	2.0%	19%[2.29 µM]	-1%
> O=C(NC(=S)Nc1c(Cl)cc(Cl)cc1Cl)c1ccccc1
 : -23%	.	-2%	4.5µM*	.	35µM*	.	.	2%
> Cc1ccc(-n2c(SCC(=O)NNC(=S)Nc3ccccc3)nc3ccccc3c2=O)cc1
 : -19%	-4%	6%	2%	-36%	-28%	4.2%	-21%	-3%
> COc1ccc(NS(=O)(=O)c2cccc(C(=O)NNC(=O)CNC(=O)c3ccc(C)cc3)c2)cc1
 : -11%	-9%	-3%	-17%	-18%	-3%	0.3%	-9%	1%
> CCN1C(=O)C(C(=O)NC(C)c2ccccc2)C2CC1(C)Oc1ccccc12 (stereo not given)
 : -12%	-15%	4%	8%	4%	-4%	2.0%	-13%	2%
> Cc1cc(C)nc(SCNC(=O)c2ccccc2)n1
 : -7%	-7%	7%	-3%	-25%	8%	0.1%	-20%	-1%
> COC(=O)[C@H](C)NC(=O)NC1CCN(Cc2ccccc2)CC1
 : -4%	10%[57.1 µM]	2%	-5%	11%	-6%	2.3%	8%[57.1 µM]	2%
> Cc1ccccc1NC(=O)C1COc2ccccc2O1 (stereo not given)
 : -20%	2%	-2%	0%	23%	7%	0.9%	25%	2%
> Cn1ccnc1SCC(=O)c1ccc(O)cc1
 : -18%	-8%	2%	0%	-34%	-4%	1.6%	3%	5%
> Cc1nc(C(Cl)(Cl)Cl)nc2[nH]ccc(=O)c12
 : -13%	2%[57.1 µM]	6%	-29%	?	-23%	2.8%	12%[57.1 µM]	-13%
> O=[N+]([O-])c1ccc(OCCOc2ccccc2/C=N/n2cnnc2)cc1
 : -1%	-2%	2%	-7%	?	-7%	-0.7%	14%	1%
> CCOC(=O)c1ccccc1NC(=S)N1CCN(C(=O)c2ccco2)CC1
 : -1%	3%	-5%	2%	-1%	12%	1.8%	-1%	-3%
> COc1ccccc1C(=O)Nc1cc(C)on1
 : -4%	-5%	4%	1%	-1%	0%	-0.5%	12%	0%
> COC(=O)c1c(NC(=O)CN2CCN(c3ccccc3Cl)CC2)sc(C)c1C
 : -14%	-4%	9%	-2%	-11%	?	-0.3%	?	-1%
> O=S(=O)(Nc1ccc(-n2cccc2)cc1)c1ccc(F)cc1
 : -10%	-13%[57.1 µM]	8%	0%	0%	-18%	0.0%	31%[57.1 µM]	-7%
> CC(C)n1cc(CN2CCC(C(=O)Nc3ccc(Oc4ccccc4F)cc3)CC2)cn1
 : -22%	-3%	0%	2%	-14%	-27%	1.4%	-6%	2%

# Screening results as filed in PubChem BioAssay.
